TexasRed fluor: alters Texas Red total fluorescence, flagging assay interference; Potency, µM (series often up to 106 µM), inactives show at the top dose fluorescence change, negative = quenching; AID 1479; TRb/SRC2 Texas Red total fluorescence interference; 0.29% of 280,000 active; active means well fitted curve in either direction with a large enough effect; inconclusive means small, poorly fitted or top-dose-only effect; further: on the % scale 0 is the no-effect control and ±100 the full control effect
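Human TRb ligand-binding domain at 0.6 uM with 20 nM Texas Red SRC2 peptide in Tris buffer containing 1 uM T3 and 5% DMSO, incubated with compound 5 h at ambient temperature. Total fluorescence (555/632 nm) calculated as parallel + 2 × perpendicular.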
HTT ATP protect: Huntington cell model cytoprotection by ATP luminescence. PC12 HTT-Q103 induced, cytoprotection, ATP luminescence, 40 h. Potency, µM (series often up to 56.4 µM), without a hit: cytoprotection (ATP increase), usual class: activators. 0.14% of 230,000 active;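 further: % of control where 0% means no effect; nearly all actives have a fitted effect of over 45% in size; toxic huntingtin expression switched on by the ecdysone agonist tebufenozide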
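Quantitative HTS on tebufenozide-induced (100 nM) PC12 cells expressing HTTQ103 exon 1–GFP; compounds tested as a concentration series; survival measured via cellular ATP.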
Tau FP inhib: blocks human tau fibril formation measured by polarization. AID 1468. P10636. Potency, µM (doses to about 57.7 µM), inactives show at the highest dose activity, negative = inhibition, hits mostly inhibitors. 0.39% of 280,000 active. K18 P301L tau heparin fibrillization, Alexa594 FP, 6 h; further: on the % scale 0 is the no-effect control and ±100 the full control effect; nearly all actives have a fitted effect of over 55% in size
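Heparin (20 uM) drove fibril formation of recombinant tau K18 P301L, 15 uM unlabeled with 0.24 uM Alexa 594 label, for 6 hr at 37 C in 100 mM sodium acetate pH 7. Fluorescence polarization (555/632 nm) read 1 hr after 30 uM ThT.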
TRb SRC2 PPI: disrupts binding of human TR beta to SRC2. P10828. TRbeta-SRC2 peptide binding, fluorescence polarization; receptor liganded with 1 µM T3. Potency, µM (titrated, usually from 106 µM), inactives show top-dose activity change, negative = inhibition, actives largely listed as inhibitors. 0.065% of 280,000 active;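 further: plate controls were bound peptide for no effect and peptide without receptor for full effect; nearly all actives have a fitted effect of over 50% in size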
Target sequence (P10828 whole entry, looked up): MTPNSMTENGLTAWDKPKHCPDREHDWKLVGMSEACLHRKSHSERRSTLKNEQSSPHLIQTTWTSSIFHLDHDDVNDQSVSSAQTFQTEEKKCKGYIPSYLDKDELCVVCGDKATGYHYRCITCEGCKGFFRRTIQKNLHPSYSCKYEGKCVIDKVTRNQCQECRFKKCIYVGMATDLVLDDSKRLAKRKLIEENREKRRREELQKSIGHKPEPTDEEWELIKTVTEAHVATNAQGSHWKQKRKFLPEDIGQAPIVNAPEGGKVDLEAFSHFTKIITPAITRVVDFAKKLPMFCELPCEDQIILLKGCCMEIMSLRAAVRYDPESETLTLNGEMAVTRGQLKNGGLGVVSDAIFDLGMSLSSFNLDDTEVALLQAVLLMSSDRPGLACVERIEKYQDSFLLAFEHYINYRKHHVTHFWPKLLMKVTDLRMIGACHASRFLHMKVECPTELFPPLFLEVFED
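Fluorescence polarization of 20 nM Texas Red SRC2 peptide with 0.6 uM human TRb ligand-binding domain, in Tris buffer with 1uM T3 and 5% DMSO. Incubated 5 hr ambient; normalized to unbound and bound controls.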
Tau fibril ThT: blocks human tau fibril formation measured by thioflavin T | P10636 | recombinant tau K18 P301L, heparin-induced fibrillization, ThT fluorescence | Potency, µM (top dose mostly 57.4 µM), inactives show top-dose activity, negative = inhibition, hits mostly inhibitors | 2.1% of 270,000 active | AID 1460; further: on the % scale 0 is the no-effect control and ±100 the full control effect; nearly all actives have a fitted effect of over 55% in size
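Fibril formation assay: tau K18 P301L at 15 uM with trace Alexa 594 label, heparin inducer 20 uM, pH 7 sodium acetate buffer, 37 C for 6 hr; endpoint ThT signal.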
RECQ1 helicase: RECQ1 (human) helicase inhibition | RECQ1 DNA unwinding, red fluorescence kinetic read | Potency, µM (top dose mostly 57.3 µM), for inactives: at the top dose activity, negative = inhibition, most hits filed as inhibitors | P46063 | 0.54% of 240,000 active;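 further: plate controls were vehicle for no effect and no enzyme for full effect; nearly all actives have a fitted effect of over 30% in size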
Target sequence (P46063 whole entry, looked up): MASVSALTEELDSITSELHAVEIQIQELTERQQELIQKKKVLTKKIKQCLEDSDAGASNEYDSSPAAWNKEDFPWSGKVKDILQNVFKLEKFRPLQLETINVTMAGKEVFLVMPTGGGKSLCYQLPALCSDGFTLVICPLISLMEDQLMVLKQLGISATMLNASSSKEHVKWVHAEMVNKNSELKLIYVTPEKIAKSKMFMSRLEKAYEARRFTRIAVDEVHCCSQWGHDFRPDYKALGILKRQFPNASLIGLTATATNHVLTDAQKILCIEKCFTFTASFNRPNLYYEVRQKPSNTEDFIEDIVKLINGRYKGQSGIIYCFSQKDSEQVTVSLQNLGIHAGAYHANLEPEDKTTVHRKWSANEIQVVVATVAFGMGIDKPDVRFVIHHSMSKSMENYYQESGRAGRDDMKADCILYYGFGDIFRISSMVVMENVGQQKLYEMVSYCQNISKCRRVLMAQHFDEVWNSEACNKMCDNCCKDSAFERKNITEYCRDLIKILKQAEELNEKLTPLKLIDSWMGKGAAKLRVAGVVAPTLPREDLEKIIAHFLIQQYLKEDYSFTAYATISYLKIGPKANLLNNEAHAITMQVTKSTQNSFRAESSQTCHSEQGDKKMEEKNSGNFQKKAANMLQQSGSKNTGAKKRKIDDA
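50 nM RECQ1T1 preincubated 15 min with compound in Tris pH 8.0 buffer with MgCl2, DTT, Tween-20 and 2.5 ug/ml poly(dI-dC); started with 200 nM TAMRA/BHQ-2 forked duplex and 2 mM ATP. Unwinding read as fluorescence (525/598 nm), two reads 2 h apart.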
L3MBTL1 block: blocks human L3MBTL1 | Q9Y468 | Potency, µM (series often up to 57.1 µM), inactives show at the highest dose activity, negative = inhibition, most hits filed as inhibitors | AID 485360 | 0.66% of 230,000 active | AlphaScreen L3MBTL1–H3K9me1 peptide binding; further: on the % scale 0 is the no-effect control and ±100 the full control effect; nearly all actives have a fitted effect of over 60% in size
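L3MBTL1 (50 nM) pre-complexed 30 min with biotinylated H3(1-15)K9me1 peptide (75 nM), then compounds added for 30 min at room temperature; AlphaScreen streptavidin donor/nickel chelate acceptor beads (10 ug/mL final) read after 30 min dark incubation.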
Tau fluor counter: counter-screen for tau fibril formation inhibitors; tau K18 P301L (four-repeat tau fragment) Alexa594 fluorescence, heparin fibrillization; Potency, µM (highest dose often 57.7 µM), without a hit: at the highest dose activity change, negative = decrease; 0.93% of 280,000 active; AID 1463; further: on the % scale 0 is the no-effect control and ±100 the full control effect; nearly all actives have a fitted effect of over 55% in size
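Human K18 P301L tau (15 uM unlabeled plus 0.24 uM Alexa 594-labeled, final) in 100 mM sodium acetate pH 7 was mixed with compound and 20 uM heparin and incubated 6 hr at 37 C.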
Numbers without * were called inactive; i = inactive; ? = inconclusive; . = no result given; & = joins results of further samples; [ ] = dose if it differs, or a comment. Unless noted, the call rests on the fitted dose curve; in most records, active means well fitted curve in the direction sought with a large enough effect; inconclusive means small, poorly fitted or top-dose-only effect, or another doubt; inactive means no such curve, though single readings can be large; an effect the other way counts as inactive or inconclusive. Potency means the concentration at half of the fitted maximal effect. The list is partial; count on the stated rates, not on these rows.

Sample of the layout:
structure | TexasRed fluor | HTT ATP protect | Tau FP inhib | TRb SRC2 PPI | Tau fibril ThT | RECQ1 helicase | L3MBTL1 block | Tau fluor counter
CCOC(=O)C1(C)C=C(Nc2cccc(C(=O)O)c2)C(=O)N1c1cccc(C(=O)O)c1 (centres undefined) | -6% | . | 8% | 7% | -2% | . | . | 5%
Cc1ccc(/C=C/C(=O)Nc2ccc(O)c3c(=O)cc(-c4ccccc4Cl)oc23)cc1 | 0%&-2% | 16%[10 µM] | -10% | -3%&3% | -4% | -3% | . | -11%
O=C(CCCN1C(=O)c2cccc3cccc(c23)C1=O)Nc1nccs1 | 1% | -4%[10 µM] | -9% | 2% | . | i | . | 6%

All compounds of this part, from the start:
structure | TexasRed fluor | HTT ATP protect | Tau FP inhib | TRb SRC2 PPI | Tau fibril ThT | RECQ1 helicase | L3MBTL1 block | Tau fluor counter
CCOC(=O)C1(C)C=C(Nc2cccc(C(=O)O)c2)C(=O)N1c1cccc(C(=O)O)c1 (centres undefined) | -6% | . | 8% | 7% | -2% | . | . | 5%
Cc1ccc(/C=C/C(=O)Nc2ccc(O)c3c(=O)cc(-c4ccccc4Cl)oc23)cc1 | 0%&-2% | 16%[10 µM] | -10% | -3%&3% | -4% | -3% | . | -11%
O=C(CCCN1C(=O)c2cccc3cccc(c23)C1=O)Nc1nccs1 | 1% | -4%[10 µM] | -9% | 2% | . | i | . | 6%
CC(C)C[C@H](NC(=O)c1[nH]cnc1C(=O)N[C@@H](C)c1ccccc1)C(=O)OCc1ccccc1 | -4% | -13%[10 µM] | ? | 2% | -1% | -21% | . | -20%
Cc1cc(CO)nn1-c1ccc([N+](=O)[O-])cc1 | -5% | -6%[10 µM] | -2% | 0% | ? | -11% | 4% | -9%
CCOC(=O)CSc1nnc(NC(=O)c2cccc(S(=O)(=O)N3CCCC3)c2)s1 | -2% | -34% | -11% | 4% | -3% | -2% | 6% | -8%
COC(=O)c1ccc(C(=O)OC)c(NC(=O)COC(=O)C2CCCCC2)c1 | -7% | 0% | 4% | -7% | -12% | i | . | -14%
Cc1ccc(C2=NC3(CCCC3)N=C2SCC(=O)Nc2ccc3c(c2)OCCO3)cc1 | -2% | . | -18% | 12% | ? | i | -3% | ?
Cc1cccc(NC(=S)N2CCC(c3nc4ccccc4o3)CC2)c1 | -3% | 1% | 4% | -3% | -8% | -2% | . | -16%
CC1=C(C(=O)NCCCOC(C)C)C2(CCC(C)CC2)OC1=O (centres undefined) | -1% | -4% | -3% | 0% | -8% | 7% | 5% | -2%
COc1ccc(OC)c(C2=NOC(C(=O)NCc3ccccn3)C2)c1 (centres undefined) | -1% | 4%[10 µM] | -7% | 1% | -6% | -1% | . | -8%
O=C(Oc1cccc(N2C(=O)CCC2=O)c1)C1CC(=O)N(c2ccc(F)cc2)C1 (centres undefined) | 1% | -3% | 7% | -3% | ? | -1% | 8% | -1%
O=C(NN(CC(O)COc1ccccc1)CC(O)COc1ccccc1)c1ccccc1 (centres undefined) | 0% | -10%[10 µM] | 3% | 4% | -5% | -5% | -1% | -14%
CCOC(=O)C1=C(C)OC(N)=C(C#N)C1C1CCCCC1 (centres undefined) | -1% | -2% | -4% | 1% | -8% | 3% | 1% | -10%
N/C(CC(=O)NC1CCCCC1)=N\OCC(=O)Nc1ccc(Cl)c(Cl)c1 | -1% | 11%[10 µM] | ? | 1% | -16% | i | . | ?
C=CCn1c(SCC(=O)Nc2ccc(C(=O)OCC)cc2)nnc1-c1cccs1 | -1% | -15% | -10% | -2% | 1% | -8% | . | -11%
O=C(NCc1ccncc1)C(=O)NCc1ccncc1 | -2% | -10% | 3% | 8% | -4% | i | 3% | 3%
CC(C)c1nc(SCC(=O)N2CCOCC2)c2c(=O)n(C)c(=O)n(C)c2n1 | -3% | -16% | -3% | 10% | -2% | -4% | 3% | -1%
CC(NC(=O)COc1ccc(N(C)S(=O)(=O)c2ccccc2)cc1)c1ccccc1 (centres undefined) | -1% | -31%[inhibitor] | 8% | -3% | -13% | 0% | 5% | -15%
O=C(CN1c2ccccc2Sc2ccccc21)NNC(=O)Nc1ccc(Cl)c(Cl)c1 | -3% | -10%[10 µM] | ? | -1% | ? | -5% | -12% | 5µM*[quencher]
CCc1nc(OCCN(C)C)c2oc3ccccc3c2n1 | -6% | 16% | -3% | -6% | 15% | -4% | 41%[activator] | 7%
Cc1ccc2nc(Cn3cc(C(F)(F)F)cc(Cl)c3=O)cc(=O)n2c1 | -1% | 6%[10 µM] | 12% | -5% | -8% | -3% | 4% | 4%
COc1ccc(Cl)cc1C(=O)NCC#N | 0% | -13% | -10% | -1% | 5% | -4% | 5% | -1%
Cc1ccc(CSc2nc3ccc(NC(=O)CC(C)C)cc3s2)cc1 | -19% | . | -10% | 4% | 10% | . | . | -5%
Nc1nc(-c2cccnc2)nn1C(=O)c1ccccc1Cl | -2% | 8% | 5% | 0% | -8% | i | 8%[11.4 µM] | -5%
Nc1ccc(S(=O)(=O)NC2(C(F)(F)F)NC(=O)N(c3cccc(Cl)c3)C2=O)cc1 (centres undefined) | 5% | . | 4% | -1% | 3% | . | . | 1%
O=C1c2ccccc2C(=O)N1OCc1ccc(Cl)cc1 | 0% | 3% | ? | 6% | 0% | -15% | . | -7%
CCOc1ccc(NC(=S)NC(C)c2cccs2)cc1 (centres undefined) | 3% | -7%[0.074 µM] | 0% | -1% | -1% | -3% | -8% | -15%
CCCCC(=O)OCC(=O)Nc1ccc(C)c(F)c1 | -7% | -5% | -8% | -4% | -4% | i | . | -10%
N=c1c(C(=O)NCc2ccccc2)cc2c(=O)n3ccccc3nc2n1CCCN1CCOCC1 | 4% | 18% | 11% | 1% | -9% | -6% | 4% | 3%
CC12CC(c3ccccc3O1)N(C(=O)c1ccco1)C(=S)N2c1ccc(F)cc1 (centres undefined) | -1% | -59%[inhibitor] | 3% | 5% | -16% | -12% | -2% | -15%
Cc1ccc(C)c(N2CCN(S(=O)(=O)c3c(C)noc3/C=C/N(C)C)CC2)c1 | 1% | -30% | 9% | 6% | -18% | -19% | -7% | -20%
CC(C)(C)c1ccc(C(=O)N2CCN(c3nc4ccccc4o3)CC2)cc1 | 0% | -6% | 3% | 3% | -11% | -4% | 4% | 0%
Cc1cc2cc(CNC(=O)c3cccs3)ccc2[nH]1 | 0% | 20%[10 µM] | 6% | -28% | 14% | 10% | -17% | 12%
O=C(CN1C(=O)CSC1=O)Nc1ccc(N2CCOCC2)cc1 | -5% | 21%[1.9 µM] | 0% | 4% | -1% | 2% | 0% | 0%
CC(=O)c1cccc(NC(=O)c2ccc(OC3CSC3)cc2)c1 | -2% | -39%[inhibitor] | -9% | 6% | -9% | 0% | . | -9%
O=C(O)c1cnn2c1NC(c1ccc(F)cc1)CC2C(F)(F)F (centres undefined) | -1% | -5% | 2% | -7% | -12% | 1% | 1% | -2%
CCN(CC)CCCNC1CCS(=O)(=O)C1 (centres undefined) | 2% | -20%[10 µM] | -4% | -4% | -5% | 1% | . | 2%
Cc1cc(Cl)ccc1NC(=O)CCCN1C(=O)CCC1=O | -1% | -62%[inhibitor] | -3% | 0% | -10% | -2% | . | -11%
CCOc1ccc(N2C(=O)C(CC(=O)Nc3ccccc3)N(Cc3ccccn3)C2=S)cc1 (centres undefined) | -2% | -75%[inhibitor] | -3% | 4% | -2% | -4% | . | -28%
O=C(CSc1nnc(-c2cccs2)n1-c1ccccc1)N1CCN(C(=O)c2ccco2)CC1 | -5% | ? | 1% | -2% | ? | -10% | -6% | -3%
Cc1ccc(OCC(=O)Nc2c(C(=O)c3ccccc3)oc3ccccc23)cc1C | 3% | . | ? | -4% | 6% | . | . | -1%
COc1ccc(OC)c(NC(=S)NCC(c2cccnc2)N2CCOCC2)c1 (centres undefined) | 0% | -12% | 0% | -4% | -12% | -13% | . | -12%
COC(=O)C1Sc2[nH]c(=O)sc2C2c3ccccc3OC(=O)C12 (centres undefined) | -2% | -28% | 4% | 0% | -10% | -15% | -7% | 0%
COc1ccccc1NC(=O)c1ccc(-n2cccn2)c([N+](=O)[O-])c1 | -3% | -33%[inhibitor] | 9% | 1% | ? | i | -3% | -14%
COCCNC(=O)C1CCN(S(=O)(=O)c2ccccc2)CC1 | -2% | -38%[inhibitor] | 5% | -7% | -3% | i | 9% | -4%
O=C(CN(CCc1ccccc1)S(=O)(=O)c1ccc(Br)cc1)NCc1ccc(Cl)cc1 | ? | . | -14% | -7% | 2% | . | . | -7%
COc1ccc(NC(=S)N2CCN(C(c3ccccc3)c3ccccc3)CC2)c(OC)c1 | -1% | 24%[10 µM] | ? | -3% | -8% | -18% | ? | -20%
O=C1c2ccccc2C(=O)N1CCCCSc1nnnn1-c1ccccc1 | -1% | -1%[10 µM] | 2% | 13% | -13% | -5% | 15% | -30%
C=CCN=c1scc(-c2ccc(F)cc2)n1/N=C/c1ccccn1 | -2% | 37%[10 µM] | 0% | -17% | ? | -1% | ? | -22%
Cc1cccc(-n2ccnc2SCC(=O)Nc2cccc3ccccc23)c1 | -1% | . | -1% | -3% | -10% | . | . | -20%

Full records, looked up by structure. Values in the order: TexasRed fluor	HTT ATP protect	Tau FP inhib	TRb SRC2 PPI	Tau fibril ThT	RECQ1 helicase	L3MBTL1 block	Tau fluor counter
Entry for `COCCNC(=O)C1CCN(S(=O)(=O)c2ccccc2)CC1` = -2%	-38%[inhibitor]	5%	-7%	-3%	i	9%	-4%
Entry for `Cc1ccc(C)c(N2CCN(S(=O)(=O)c3c(C)noc3/C=C/N(C)C)CC2)c1` = 1%	-30%	9%	6%	-18%	-19%	-7%	-20%

Compound activity: PubChem BioAssay, National Center for Advancing Translational Sciences (NCATS)
